uPA generation – blocks generation of uPA at the cell surface | cell surface uPA generation assay, qHTS | Potency, µM (titrated, usually from 38.3 µM), without a hit: at the highest dose activity change, negative = inhibition, hits mostly inhibitors | 330,000 tested, 0.31% active | AID 540303; active means well fitted inhibition curve with a large enough effect; inconclusive means small, poorly fitted or top-dose-only effect; inactive means no such curve, though single readings can be large or run the other way; tested in mouse RAW 264.7 cells; further: potency means the concentration at half of the fitted maximal effect; on the % scale 0 is the no-effect control and ±100 the full control effect; nearly all actives have a fitted effect of over 55% in size
FLuc modulator – inhibits or activates purified firefly luciferase, miR-21 counter-screen | P08659 | purified FLuc, Km substrates, luminescence inhibition | Potency, µM (series often up to 57.5 µM), without a hit: at the highest dose activity change, negative = inhibition, most hits filed as inhibitors | 360,000 tested, 6.9% active;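 further: potency means the concentration at half of the fitted maximal effect; plate controls were vehicle for no effect and reference inhibitor for full effect; nearly all actives have a fitted effect of over 55% in size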
Target sequence (P08659 whole entry, looked up): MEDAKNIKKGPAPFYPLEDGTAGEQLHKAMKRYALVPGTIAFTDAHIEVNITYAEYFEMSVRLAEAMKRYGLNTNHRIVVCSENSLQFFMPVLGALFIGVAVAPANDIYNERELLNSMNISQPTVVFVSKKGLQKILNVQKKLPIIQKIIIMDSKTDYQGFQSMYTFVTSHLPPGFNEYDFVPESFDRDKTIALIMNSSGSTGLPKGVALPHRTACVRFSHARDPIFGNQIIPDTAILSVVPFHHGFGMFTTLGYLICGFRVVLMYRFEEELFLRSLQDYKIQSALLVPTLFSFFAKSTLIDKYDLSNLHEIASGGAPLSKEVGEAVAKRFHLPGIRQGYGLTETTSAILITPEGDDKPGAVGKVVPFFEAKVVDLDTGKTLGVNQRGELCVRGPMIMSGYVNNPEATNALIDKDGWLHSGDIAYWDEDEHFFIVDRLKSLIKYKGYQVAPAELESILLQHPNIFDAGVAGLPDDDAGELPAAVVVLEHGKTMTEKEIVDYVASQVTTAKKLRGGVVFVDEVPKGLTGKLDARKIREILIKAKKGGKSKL
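Biochemical qHTS of compounds, final roughly 60 µM downward over six points, against 10 nM purified firefly luciferase using Km concentrations of substrates (10 uM D-luciferin, 10 uM ATP) in Tris acetate pH 7.5 buffer; luminescence output.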
RORgamma inh – inhibitors of mouse ROR gamma transcriptional activity | Drosophila S2 Gal4-RORgamma UAS-luciferase reporter, 20 h | Potency, µM (top dose mostly 53.6 µM), for the others: at the top dose activity change, negative = inhibition, hits mostly inhibitors | 310,000 tested, 5.4% active | AID 2551; further: potency means the concentration at half of the fitted maximal effect; on the % scale 0 is the no-effect control and ±100 the full control effect; nearly all actives have a fitted effect of over 60% in size
Target sequence (P51450 whole entry, looked up, the tested form may be a part): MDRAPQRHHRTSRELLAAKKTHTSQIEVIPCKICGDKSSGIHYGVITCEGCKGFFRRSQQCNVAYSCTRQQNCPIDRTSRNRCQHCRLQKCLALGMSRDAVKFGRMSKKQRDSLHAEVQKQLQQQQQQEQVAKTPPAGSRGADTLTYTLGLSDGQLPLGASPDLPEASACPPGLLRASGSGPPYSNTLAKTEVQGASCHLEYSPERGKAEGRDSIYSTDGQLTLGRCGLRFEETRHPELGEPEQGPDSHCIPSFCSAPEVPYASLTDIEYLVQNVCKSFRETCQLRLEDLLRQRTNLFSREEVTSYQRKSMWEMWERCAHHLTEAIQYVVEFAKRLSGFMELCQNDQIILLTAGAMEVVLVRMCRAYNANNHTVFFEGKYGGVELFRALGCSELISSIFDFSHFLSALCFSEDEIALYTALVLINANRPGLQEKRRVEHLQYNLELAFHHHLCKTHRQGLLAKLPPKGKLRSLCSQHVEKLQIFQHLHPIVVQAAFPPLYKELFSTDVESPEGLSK
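Schneider cells (Drosophila), stable Gal4 DBD–ROR gamma + UAS-luc; 1 hr cmpd preincubation; Cu2+ induction 700 uM final; 20 hr ambient; luminescence.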
Tb PFK inh – inhibitors of T. brucei phosphofructokinase; O15648; Potency, µM (highest dose often 57.5 µM), inactives show at the top dose activity, negative = inhibition, actives largely listed as inhibitors; AID 485367; 330,000 tested, 0.17% active; T. brucei PFK, ADP-Glo luminescence;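 further: potency means the concentration at half of the fitted maximal effect; 0% = uninhibited 1x PFK enzyme wells and -100% = no-enzyme wells; nearly all actives have a fitted effect of over 60% in size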
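PFK 1.25 nM, F6P 0.5 mM, ATP 0.1 mM, 0.1 M TEA pH 8.0, 5 mM MgCl2, 0.01% Tween20, 0.1% BSA; 45 min RT. ADP-Glo readout. qHTS titration up to 57 uM; curves fitted, compounds curve-classed.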
KCNH2 3.1 inh – blocks the human KCNH2 3.1 channel isoform; U2OS KCNH2 3.1, thallium flux FluxOr; hits give low values; activity change, % (tested at about 1.8 µM); 340,000 tested, 0.95% active; AID 720553;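 active means maximum activity change below -70%; inconclusive means maximum activity change from -70% to -50%; inactive means maximum activity change above -50%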;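 further: thallium influx rate constant from kinetic fluorescence after stimulation buffer; on the % scale 0 is the no-effect control and ±100 the full control effect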
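Thallium flux via FluxOr fluorescence (Red40 quencher, 45 min loading) in U2OS cells virally expressing the KCNH2 3.1 isoform (1.77 x 10^8 /mL virus, overnight at 37 C). Rate constants from 2-min kinetic reads post-stimulation, normalised to positive and negative controls.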
ELG1 genotox – genotoxicity induction in ELG1-luciferase HEK293T cells | Potency, µM (top dose mostly 46 µM), for inactives: top-dose activity change, positive = activation, hits mostly activators | AID 504466 | 330,000 tested, 1.3% active | HEK293T ELG1-luciferase reporter, luminescence, 16 h; further: potency means the concentration at half of the fitted maximal effect; % of control where 0% means no effect; nearly all actives have a fitted effect of over 60% in size
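Step 1: seed 2,000 HEK293T ELG1-luciferase cells per well. Step 2: add compound or DMSO, incubate 16 hr at 37 °C. Step 3: ONE-Glo, 30 min at room temperature, read luminescence.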
Rab9 prom act – Rab9 promoter activation; Huh7 Rab9 promoter-luciferase reporter, luminescence, 24 h; Potency, µM (highest dose often 9.22 µM), for the others: at the highest dose activation, negative = inhibition, actives largely listed as activators; 320,000 tested, 2.8% active; AID 485297; further: potency means the concentration at half of the fitted maximal effect; % of control where 0% means no effect; nearly all actives have a fitted effect of over 60% in size
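Promoter activation is measured as luciferase luminescence in Huh7 cells stably transfected with a Rab9 promoter–luciferase construct, following 24 h compound exposure at 37 °C and 10 min reagent incubation at ambient temperature.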
NPC1 prom act – activates the NPC1 promoter; 320,000 tested, 2.4% active; Huh7 NPC1 promoter luciferase reporter, 24 h; Potency, µM (series often up to 9.22 µM), without a hit: at the top dose activation, hits mostly activators;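 further: potency means the concentration at half of the fitted maximal effect; % of control where 0% means no effect; nearly all actives have a fitted effect of over 60% in size; reporter is driven by a mutant NPC1 promoter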
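Quantitative HTS used a cell-based reporter: Huh7 cells stably bearing the NPC1 promoter upstream of luciferase were treated with compounds for 24 h, and promoter activation was read as luminescence.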
Giardia kill – Giardia lamblia killing | 340,000 tested, 0.15% active | Giardia lamblia trophozoite viability | activity change, % at 7.66 µM, hits read low; in the data active means activity change below about -80%; inconclusive means between about -30% and that limit;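 further: parasites exposed to compound for two days anaerobically before the ATP read; on the % scale 0 is the no-effect control and ±100 the full control effect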
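Luminescent ATP signal served as the viability read-out, measured 15-30 min after adding ATP detection reagent to trophozoites that had been incubated with compounds for 48 hrs at 37 deg C anaerobically at 100 cells/well.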
Coupling enz – inhibits coupling enzyme system, counter-screen for aldolase hits. coupling enzyme system counterscreen, AmpLite Red fluorescence. activity change, negative = inhibition, % at 58.2 µM, hits read low. 290,000 tested, 0.67% active. AID 2472; in the data active means activity change below about -30%; further: on the % scale 0 is the no-effect control and ±100 the full control effect
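Fluorescence at 525 nm excitation and 598 nm emission measured inhibition of the coupled detection system without aldolase. Compounds (at 57.5 uM final) were preincubated 10 min at room temperature with coupling enzyme reagent before a 20 min substrate/AmpLite Red step.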
VP16 counter – Gal4-VP16 reporter inhibition counter-screen | Drosophila S2 Gal4-VP16 UAS-luciferase, luminescence, 20 h | Potency, µM (series often up to 53.6 µM), without a hit: at the top dose activity, negative = inhibition, usual class: inhibitors | 310,000 tested, 3.5% active;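 further: Gal4-VP16 expression switched on by copper sulfate through the metallothionein promoter; potency means the concentration at half of the fitted maximal effect; on the % scale 0 is the no-effect control and ±100 the full control effect; nearly all actives have a fitted effect of over 50% in size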
* hit, by the source's call; ? = inconclusive; / = no result given; & = joins results of further samples; [ ] = remark or other dose. Unless noted, the call rests on the fitted dose curve; in most records, active means well fitted curve in the direction sought with a large enough effect; inconclusive means small, poorly fitted or top-dose-only effect, or another doubt; inactive means no such curve, though single readings can be large; an effect the other way counts as inactive or inconclusive.

SMILES	uPA generation	FLuc modulator	RORgamma inh	Tb PFK inh	KCNH2 3.1 inh	ELG1 genotox	Rab9 prom act	NPC1 prom act	Giardia kill	Coupling enz	VP16 counter
Cc1cccc(C(=O)NC2CCN(S(=O)(=O)c3ccccc3)CC2)c1	10%	1%	15%	-5%	-9	-4%	-2%	1%	5	1	-12%
O=C(NC1CC1)C1=C[C@@H](C2CC2)C[C@@H](OCc2ccc(CO)cc2)O1	-15%	-3%	11%	-2%	-25	4%	-4%	-1%	-16	0	-12%
CCNC(=S)N1CCn2c(nc3ccccc32)C1	0%	-1%	16%	0%	11	2%	7%	1%	-10	0	?
Cc1ccc(C)c(-c2csc(N/N=C/c3ccco3)n2)c1	-2%	-18%	16µM*	-9%	-33	-9%	0%	14%	-12	-3	-13%
COc1cc2c(C(=O)NCc3ccc(C)o3)cn(CC(C)C)c(=O)c2cc1OC	-4%	1%	28%	-13%	-4	-2%	-2%	-3%	16	-2	7%
N#CC1(c2nc3ccccc3[nH]2)CC1c1ccc2c(c1)OCO2 (stereo unspecified)	-4%	19µM*	33%	8%	1	3%	0%	1%	11	1	18%
CCOC(=O)C1(Cc2cccc(OC)c2)CCCN(Cc2cnn(C)c2)C1 (stereo unspecified)	4%	0%	-10%	-1%	9	0%	-9%	2%	9	3	2%
COc1ccc(NC(=O)c2ccc(-c3ccc([N+](=O)[O-])cc3)o2)cc1	2%	0%	5%	2%	-40	-3%	-6%	1%	9	-31*	-2%
COc1cc(OC)cc(C(=O)NN2CCCCC2)c1	/	0%	3%	1%	9	0%	-6%	0%	-9	3	4%
COc1ccc(C(=O)Nc2cccc(NC(=O)c3ccc(OC)c(OC)c3)n2)cc1OC	17%	8.5µM*	?	1%	10	-3%	7%	2%	-18	0	-1%
CN1C(C(=O)Nc2ccc(OC(F)(F)F)cc2)=CC(c2ccc3c(c2)OCO3)=NS1(=O)=O	4%	?	31%	-1%	-5	-1%	-2%	-4%	7	/	-2%
O=C(c1ccc(Cl)s1)N1CCN(c2ccccc2)CC1	-56%	1%	-9%	0%	1	0%	2%	4%	-16	-4	9%
CC1CC2=C(CC1/C=N/NC(N)=S)C(C)(C)CCC2 (stereo unspecified)	-9%	2%	1.4µM*	-3%	-1	-18%	-8%	-13%	-29	0	2.8µM*
O=C(CSc1nnc(-c2ccc(Cl)s2)o1)N1CCCc2ccccc21	-8%	?	7%	-2%	-9	-6%	2%	-1%	-17	0	3%
OCCNc1ncnc2c1nnn2Cc1ccccc1	0%	-1%	-8%	0%	-7	2%	-3%	3%	22	3	1%
Nc1c(C=C2C=CC(=O)C=C2)c(=O)nc2snc(SCc3ccccc3)n12	-11%	?	?	-4%	-4	15%	28%	?	-24	20	-4%
COCCn1c(C)cc(C(=O)COC(=O)c2[nH]c(C)c(C(C)=O)c2C)c1C	-12%	-17%	/	1%	-3	-2%	-5%	-2%	7	/	/
O=C(Nc1nc2c(ccc3ccccc32)s1)c1ccco1	-4%	13µM*	-1%	-2%	-33	6%	?	?	-14	/	9%
Cc1ccccc1C(=O)N(C)c1ccccc1C(=O)NCc1ccccc1	4%	6%	-3%	1%	-17	-12%	3%	-3%	11	-2	1%
COCCN(C(=O)COC(=O)C1(c2ccccc2)CC1)c1c(N)n(CC(C)C)c(=O)[nH]c1=O	3%	0%	/	0%	-14	2%	-2%	1%	-7	/	/
O=C(CSc1nncs1)Nc1ccc2[nH]c(=O)[nH]c2c1	-1%	-1%	/	?	0	6%	1%	-2%	-7	/	/
Nc1n[nH]c(CCCO)n1	3%	5%	-13%	-1%	-16	1%	-3%	-4%	-17	1	0%
Cc1cc2[nH]c(=O)c(=O)[nH]c2cc1S(=O)(=O)NCc1ccccc1	19%	2%	-10%	-1%	1	-1%	2%	-5%	12	/	5%
C=CCn1cc(C(=O)NCCCOCC)c(=O)c2cc(S(=O)(=O)N(CC)CC)ccc21	3%	0%	23%	-5%	18	-2%	-4%	0%	18	5	-10%
Cn1c(SCc2nnc3n2CCCCC3)nc2ccccc21	-1%	0%	7%	-2%	-13	5%	-5%	0%	10	-3	-10%
COc1ccc(CCNC(=O)CN2c3cccc4cccc(c34)S2(=O)=O)cc1	-3%	-1%	/	-14%	-15	1%	1%	-1%	-7	/	/
Oc1ccccc1-c1nc(NCC2CCCO2)c2ccccc2n1 (stereo unspecified)	1%	0%	-39%[0.365 µM]	-1%	-2	-26%	-5%	2%	-27	-1	/
CCOC(=O)N1C(=O)C2(CCCCC2)N(c2ccccc2Cl)C1=S	-7%	-1%	14%	3%	15	-3%	-4%	-5%	-15	-10	-5%
COc1ccc(C(=O)NCc2ccccn2)cc1[N+](=O)[O-]	5%	-1%	22%	1%	7	-3%	1%	-3%	-15	1	0%
O=C(Cc1cccc(C(F)(F)F)c1)NCc1cccnc1	-16%	4%	-11%	0%	15	5%	6%	1%	-24	/	2%
CC(C(=O)OCC(=O)NC1CCCCC1)N1C(=O)c2ccccc2C1=O (stereo unspecified)	2%	/	/	8%	4	0%	/	/	-1	/	/
O=S(=O)(Nc1cccc(CO)c1)c1cccs1	-1%	0%	-4%	0%	-1	-1%	0%	5%	-6	1	-3%
COc1ccc(S(=O)(=O)N2CCCOC2CNC(=O)C(=O)NCCc2ccco2)cc1OC (stereo unspecified)	0%	5%	-13%	1%	-10	5%	-1%	4%	-12	/	-4%
CN1/C(=C\C(=O)COC(=O)CN2C(=O)C3CC=CCC3C2=O)C(C)(C)c2ccccc21 (stereo unspecified)	-6%	-3%	?	3%	-11	-9%	-3%	-1%	-2	-9	4.5µM*
NNC(=O)CCN1CCN(C(c2ccccc2)c2ccccc2)CC1	-7%	-2%	-5%	-1%	?	-6%	-2%	4%	10	0	-1%
CCOC(=O)c1ccc(N2C(=O)[C@@H](c3ccccc3)[C@H]2c2ccccc2)cc1	-1%	-3%	/	6%	14	1%	-11%	-1%	11	/	/
COc1cccc(/C=N/n2c(N)nc3ccccc32)c1OC	2%	12µM*	?	0%	-5	5%	?	?	-7	0	?
CS(=O)(=O)c1ccc(NCCc2ccc(S(N)(=O)=O)cc2)c([N+](=O)[O-])c1	-2%	4%	29%	0%	-19	-6%	0%	11%	-9	-3	24%
COc1ccccc1C(=O)NC1CC(C)(C)NC(C)(C)C1	4%	-1%	-33%	0%	6	2%	7%	7%	2	1	-5%
CCn1c(SCc2ccccc2)nc2c(c1=O)SCC2	5%	-2%	36%	2%	6	4%	-2%	-2%	2	6	0%
O=C(Cc1nc(-c2cnccn2)no1)NNC(=O)Nc1ccccc1	3%	2%	-26%	-1%	1	0%	-2%	-1%	11	0	-11%
CN1CCC[C@H]1CCNC(=O)c1c(-c2ccsc2)sc2ccccc12	-9%	/	/	2%	14	0%	/	/	-3	/	/
CCCN(CCC)C(=O)C1CC(=O)OC12CCOC(C)(C)C2 (stereo unspecified)	-5%	1%	-5%	-7%	5	0%	0%	0%	-8	7	2%
COc1ccc(C2/C=C\CN(S(=O)(=O)c3cccc4cccnc34)CC(=O)N2Cc2ccc(F)cc2)cc1 (stereo unspecified)	1%	-1%	-33%&1%	0%	10	-9%	-4%	-2%	-2&-7	2&0	6%&1%
CCn1c(SCC(=O)Nc2ccc3c(c2)OCO3)nc2c(c1=O)SC(C)C2 (stereo unspecified)	9%	4%	-7%	0%	10	-17%	-1%	-4%	15	4	-1%
CCN(Cc1ccc2c(c1)OCCO2)C(=O)CN1C(=O)NC2(CCCCC2)C1=O	-3%	1%	/	8%	15	0%	-8%	-3%	-5	/	/
CCOC(=O)C1(O)CC(C)=NN1C(=O)c1cccc(Cl)c1 (stereo unspecified)	0%	-5%	?	-1%	2	2%	-3%	-4%	14	2	?
Brc1c(CSc2nc3ccccc3s2)nc2ncccn12	-2%	12µM*	20%	1%	7	?	3.2µM*	3.2µM*	19	-5	?
COc1ccc(NC(=O)CCSc2ccc(C)cc2)cc1	2%	3%	-2%	0%	-11	0%	-5%	-1%	-8	-1	13%
CC1=C(C(=O)Nc2ccccc2C)C2(CCCC2)C(C(N)=O)C(=O)N1 (stereo unspecified)	5%	6%	8%	-5%	-3	2%	-3%	-1%	-3	-2	-10%
Cc1ccc2nc(CSc3nnc(-c4ccncc4)n3C)cc(=O)n2c1	2%	-2%	15%	-4%	9	0%	-4%	-1%	-9	-1	-11%
CCOC(=O)Cc1cc(=O)n2[nH]c(C)c(-c3ccc(Cl)cc3)c2n1	-24%	3%	11µM*	3%	6	-6%	3%	-2%	15	10	?
